# Assay outcomes (PubChem)
# GLP1R ag: agonists of human GLP-1 receptor. P43220. HEK293 GLP-1R CRE-luciferase, luminescence, 4-6 h; cells express a hypersensitive GLP-1R form. Potency, µM (series often up to 45.6 µM), for the others: at the top dose activation, most hits filed as activators. hit rate 0.007% among 380,000; note: % of control where 0% means no effect
# Target sequence (P43220 whole entry, looked up): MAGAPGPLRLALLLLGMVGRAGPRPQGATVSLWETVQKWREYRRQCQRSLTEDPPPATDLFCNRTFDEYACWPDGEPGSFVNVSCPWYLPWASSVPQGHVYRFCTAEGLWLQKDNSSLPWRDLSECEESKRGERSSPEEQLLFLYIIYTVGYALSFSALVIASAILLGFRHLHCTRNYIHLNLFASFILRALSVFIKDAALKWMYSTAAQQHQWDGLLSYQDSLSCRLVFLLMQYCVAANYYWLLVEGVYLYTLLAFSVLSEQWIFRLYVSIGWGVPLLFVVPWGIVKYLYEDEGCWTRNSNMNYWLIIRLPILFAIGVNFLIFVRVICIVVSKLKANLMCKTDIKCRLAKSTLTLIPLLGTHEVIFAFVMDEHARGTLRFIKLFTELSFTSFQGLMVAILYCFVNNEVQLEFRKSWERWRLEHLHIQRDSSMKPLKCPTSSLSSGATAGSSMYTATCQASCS
# KB-V1 cytotox: KB-V1 MDR subline cytotoxicity; KB-V1 MDR cells viability, CellTiter-Glo, 72 h; Potency, µM (doses to about 46.1 µM), for the others: at the highest dose activity change, negative = cytotoxicity, usual class: cytotoxic; hit rate 3.4% among 400,000; note: % is set by controls: 0 for no effect and ±100 for the full control effect; nearly all actives have a fitted effect of over 60% in size
#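 KB-V1 MDR subline cells in DMEM (phenol-red free, 10% FBS) exposed to compounds in qHTS concentration series for 72 h at 37 degrees C. Viability read by CellTiter-Glo luminescence; concentration-effect curves fitted after normalization and correction.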
# HT1080-NT tox: kills 2HG-producing HT-1080-NT fibrosarcoma cells | hit rate 1.6% among 360,000 | AID 686970 | Potency, µM (titrated, usually from 46.1 µM), without a hit: at the top dose activity, negative = less viability, hits mostly cytotoxic | HT-1080-NT fibrosarcoma viability, CellTiter-Glo ATP luminescence, 48 h;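 note: NT is the 2HG producing partner of a matched IDH1 knockdown line; 0% = DMSO-treated cells and -100% = media-only wells without cells; nearly all actives have a fitted effect of over 55% in size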
#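 A 48-hour cytotoxicity screen used HT-1080-NT cells plated 2 hours before compound delivery. ATP-based CellTiter-Glo luminescence measured viability, normalized to DMSO and no-cell controls.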
# GLP1R cytotox: cytotoxic in the GLP-1 receptor inverse agonist counter-screen. HEK293 cAMP-luciferase reporter cells, luminescence, 24 h. Potency, µM (top dose mostly 38.3 µM), inactives show top-dose activity change, negative = inhibition, hits mostly inhibitors. hit rate 0.13% among 410,000;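 note: loss of luciferase light is scored as toxicity; % is set by controls: 0 for no effect and ±100 for the full control effect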
#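 MLSMR compounds, 24 hr on cells at 37 deg C/5% CO2; luminescence after luciferase reagent (12 min RT). Inhibition counted as the undesired cytotoxic outcome.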
# TDP43 rescue: rescues yeast growth from TDP-43 toxicity | TDP-43 expressing yeast growth rescue, BacTiter-Glo, 24 h | Potency, µM (titrated, usually from 46.1 µM), inactives show at the top dose growth rescue (activation), most hits filed as activators | hit rate 1.8% among 410,000 | AID 652104; note: % of control where 0% means no effect; nearly all actives have a fitted effect of over 50% in size
#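 Cell-based yeast growth screen: TDP-43 expression induced in galactose, inoculum OD600=0.02 after raffinose pregrowth to mid-log. Read-out BacTiter-Glo luminescence at 24 hr, 30 deg C; inhibition of toxicity seen as signal increase.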
# SW480 rerep: inducers of DNA re-replication in SW480 colon cancer cells | SW480 DNA re-replication, Hoechst DNA content imaging, 48 h | Potency, µM (highest dose often 46.1 µM), for inactives: top-dose re-replication activation, hits mostly activators | hit rate 1.8% among 340,000 | AID 624297; note: % of control where 0% means no effect; nearly all actives have a fitted effect of over 55% in size
#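 Readout is total intensity of Hoechst-stained nuclei, excited at 405 nm and collected at 500-530 nm. Compound treatment lasted 48 hr at 37 C in 5% CO2 before staining.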
# HT1080 IDH1KD tx: HT-1080 IDH1 knockdown cell toxicity (counter line) | HT-1080 IDH1 knockdown viability, ATP luminescence, 48 h | Potency, µM (titrated, usually from 46.1 µM), inactives show at the highest dose activity, negative = toxicity, most hits filed as cytotoxic | hit rate 2% among 360,000;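 note: 0% = DMSO wells and -100% = cell-free medium wells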
#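 In this qHTS, HT-1080 cells depleted of IDH1 are exposed for 48 h at 37 °C to compound titrations. Toxicity is scored from CellTiter-Glo luminescence, with DMSO as full viability and medium alone as none.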
# KB-3-1 tox: KB-3-1 parental cell cytotoxicity; KB-3-1 viability, CellTiter-Glo ATP luminescence, 72 h; Potency, µM (series often up to 46.1 µM), for inactives: at the highest dose activity change, negative = cytotoxic, most hits filed as cytotoxic; hit rate 1.4% among 400,000; note: % is set by controls: 0 for no effect and ±100 for the full control effect; nearly all actives have a fitted effect of over 60% in size
#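 KB-3-1 parental drug-naive adenocarcinoma cells in DMEM/10% FBS, incubated 72 h at 37 C with pin-transferred compounds across a concentration series. Viability by CellTiter-Glo luminescence; concentration-response curves fitted after normalization.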
# GLP-1R inv ag: GLP-1 receptor (human) inverse agonism; P43220; HEK293 GLP-1R CRE-luciferase, luminescence, 24 h; GLP-1R form is constitutively active; Potency, µM (titrated, usually from 38.3 µM), for inactives: at the top dose activity change, negative = inhibition, hits mostly inhibitors; hit rate 1.6% among 410,000; note: % is set by controls: 0 for no effect and ±100 for the full control effect; nearly all actives have a fitted effect of over 55% in size
#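 Assay principle: reduced luminescence from a cAMP-responsive reporter in HEK293 cells co-expressing a constitutively active GLP-1R. Conditions: 24 hr compound incubation, 37 deg C, 5% CO2.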
# An asterisk follows results filed as active; ? = inconclusive; . = not tested or not shown; & = joins results of further samples; [ ] = remark or other dose. Calls come from the whole dose curve; as a rule, active = well fitted curve in the direction sought with a large enough effect; inconclusive = small, poorly fitted or top-dose-only effect, or another doubt; inactive = no such curve, though single readings can be large; an effect the other way counts as inactive or inconclusive. Potency is the fitted concentration of half-maximal effect. Compounds were not picked by outcome; any-hit rate near 9.4%.
SMILES,GLP1R ag,KB-V1 cytotox,HT1080-NT tox,GLP1R cytotox,TDP43 rescue,SW480 rerep,HT1080 IDH1KD tx,KB-3-1 tox,GLP-1R inv ag
Cc1ccc(CNC(=O)c2nc(SCc3cccc(C)c3)ncc2Cl)cc1,.,5%,.,-8%,-9%,.,.,?,2%
CCC(C)[C@H](NC(=O)Nc1ccc2c(c1)OCCO2)C(=O)OC (stereo partly drawn),11%,-2%,5%,0%,-11%,-5%,3%,2%,4%
CCC(=O)Nc1ccc2c(c1)nc(CCN1CCN(c3ccccn3)CC1)n2C,15%,?,14%,-5%,-12%,3%,?,7%,-1%
Cc1ccc(N2CCCC2=O)cc1S(=O)(=O)N1CCOCC1,8%,63%,2%,-7%,-13%,0%,9%,6%,10%
O=C(COC(=O)COc1cccc(Br)c1)NCc1ccc2c(c1)OCO2,0%,4%,16%,3%,24%,-6%,17%,5%,12%
CCCCN=c1sc(C(=O)OC)cc(=O)n1CCCC,8%,-24%,3%,13%,-8%,-3%,0%,8%,-9%
CCn1c2ccc(OC)cc2c2nc3ccccc3nc21,?,-1%,-23%,42%[activator],19%,-4%,?,-2%,-16%
COc1ccc(S(=O)(=O)N2CCCCCC2)cc1Br,14%,-21%,-5%,-2%,22%,0%,-14%,-20%,?
CCOC(=O)c1ccc(N2CN(C3CCCCC3)CNC2=S)cc1,1%,-13%,10%,0%,-2%,-10%,7%,0%,4%
CCOc1ccc(OCC)c(S(=O)(=O)N2CCN(c3cccc(C)c3C)CC2)c1,-1%,?,.,-4%,-14%,.,.,-10%,14%
Cc1ccc(S(=O)(=O)N(C)C)cc1NC(=O)CSc1nc2ncc(Cl)cc2[nH]1,15%,22%,-17%,12%,-9%,-4%,-16%,-4%,16%
O=C(NC1CCCCC1)C1CC(=O)N(c2cccc([N+](=O)[O-])c2)C1 (stereo not drawn),0%,1%,20%,2%,-16%,-14%,-4%,-6%,11%
C#CCN1CCc2onc(-c3ccc(Br)cc3)c2C1=O,.,18µM*,-23%,3%,35µM*,.,0%,?,?
CC1CCN(C(=O)Cc2nn(C)c(=O)c3ccccc23)CC1,0%,-13%,4%,-16%,19%,-4%,10%,6%,6%
FC(F)(F)C(F)(F)C(F)(F)c1nnc2ccc(N3CCOCC3)nn12,8%,-2%,1%,-5%,23%,3%,2%,-12%,67%[activator]
COc1cccc(OCC(=O)NNC(=S)Nc2ccc(Cl)cc2Cl)c1,-2%,-10%,12%,-9%,?,2%,1%,-3%,-28%
Cc1ccc2c(c1)N(Cc1ccccc1)C(=O)C(C)O2 (stereo not drawn),7%,6%,?,7%,?,.,3%,0%,-15%
Cc1nc2sc(C(c3ccccc3)N3CCN(C(=O)c4ccco4)CC3)c(O)n2n1 (stereo not drawn),5%,-7%,1%,17%,-5%,-1%,14%,0%,19%
COc1ccc(NS(=O)(=O)c2cc(NC(=O)CC(=O)c3ccc([N+](=O)[O-])cc3)ccc2C)cc1,-3%,0%,-5%,-10%,-7%,?,-7%,-24%,-16%
O=C(Cn1ccc2cc(S(=O)(=O)N3CCCC3)ccc21)NCc1ccccc1Cl,.,-20%,.,-6%,19%,.,.,-6%,-1%
N#Cc1c(N)c(C(=O)c2ccccc2)n2ccccc12,25%,-15%,-1%,10%,2%,-140%[inhibitor],-20%,3%,104%[activator]
CCOc1ccc(/C=N\NC(=O)c2c(C)nc3cc(C)ccn23)cc1,0%,-15%,-26%,-1%,8%,0%,0%,4%,0%
COc1ccccc1N1CCN(C(=O)C(CC(C)C)NC(=O)C2CCCCC2)CC1 (stereo not drawn),0%,?,2%,12%,3%,-1%,0%,-8%,?
COc1cccc(C(=O)NCc2nc(-c3ccccc3)no2)c1OC,.,-15%,.,-2%,-2%,.,.,-10%,-4%
CC(=O)Nc1nnc(CSCc2ccc(F)cc2)s1,-2%,-6%,10%,-1%,17%,19%,0%,2%,-5%
C=CCN(CC=C)C(=O)c1ccncc1,-11%,5%,17%,-2%,11%,-28%,20%,8%,26%
Cc1cc(=O)oc2cc(OCC(=O)OCC(=O)N(C)C3CCS(=O)(=O)C3)ccc12 (stereo not drawn),9%,16%,24%,-5%,-12%,-50%[inhibitor],17%,20%,31%[activator]
COc1ccc(NC(C)=O)c(C)c1,2%,-1%,0%,1%,-3%,?,-1%,-2%,2%
Cc1onc(-c2c(F)cccc2Cl)c1C(=O)N1CCOC12CCCCC2,1%,-22%,-13%,3%,6%,-3%,-12%,-4%,-29%
CS(=O)(=O)N1CCCC(C(=O)NCCCN2CCc3ccccc3C2)C1 (stereo not drawn),0%,5%,7%,-13%,-5%,5%,2%,0%,-19%
CCOC(=O)Cc1csc(SCC(=O)NC2CCC(C)CC2)n1 (stereo not drawn),1%,-14%,-4%,-17%,-14%,?,3%,-7%,-26%
O=C(C[n+]1ccccc1)NNc1ccccc1,7%,-24%,2.6µM*,-10%,7%,2%,4.6µM*,6.5µM*,?
O=C(Nc1cccc(Cl)c1)Nc1nccs1,3%,-12%,-10%,?,?,1%,-1%,-19%,0%
COc1ccc(OC)c(N2C(=O)CC(Cc3ccc(Cl)cc3)C2=O)c1 (stereo not drawn),-6%,0%,2%,2%,3%,-2%,-1%,0%,?
COc1ccc(/C=N/NC(=O)CCCOc2ccc(Cl)cc2Cl)cc1[N+](=O)[O-],?,21µM*,0%,-3%,0%,-7%,12%,?,8%
COc1ccc(C)cc1NS(=O)(=O)c1ccc(NS(=O)(=O)c2ccc(NC(C)=O)cc2)cc1,2%,12%,-21%,5%,-20%,-2%,9%[9.24 µM],-1%,5%
Cc1noc(C)c1S(=O)(=O)N1CCCC(C(=O)Nc2nccs2)C1 (stereo not drawn),8%,1%,-1%,-7%,0%,-6%,-1%,?,-6%
N#Cc1c(-c2ccccc2)nc2n1CCS2,14%,-8%,4%,-1%,-13%,-1%,10%,18%,12%
COc1ccc(C(=O)CSC2=NS(=O)(=O)c3cc(Cl)ccc3N2)cc1,1%,29%,-14%,-12%,-25%,-6%,-12%,15%,2%
CCCCCCCC(=O)N/N=C/c1ccc(Br)cc1,3%,-25%,6%,1%,-18%,18%,-27%,-4%,0%

# Arranged by SMILES length (highest first): some entries from above
SMILES,GLP1R ag,KB-V1 cytotox,HT1080-NT tox,GLP1R cytotox,TDP43 rescue,SW480 rerep,HT1080 IDH1KD tx,KB-3-1 tox,GLP-1R inv ag
Cc1noc(C)c1S(=O)(=O)N1CCCC(C(=O)Nc2nccs2)C1 (stereo not drawn),8%,1%,-1%,-7%,0%,-6%,-1%,?,-6%
COc1cccc(C(=O)NCc2nc(-c3ccccc3)no2)c1OC,.,-15%,.,-2%,-2%,.,.,-10%,-4%
O=C(C[n+]1ccccc1)NNc1ccccc1,7%,-24%,2.6µM*,-10%,7%,2%,4.6µM*,6.5µM*,?
COc1ccc(NC(C)=O)c(C)c1,2%,-1%,0%,1%,-3%,?,-1%,-2%,2%

# The results go on:
SMILES,GLP1R ag,KB-V1 cytotox,HT1080-NT tox,GLP1R cytotox,TDP43 rescue,SW480 rerep,HT1080 IDH1KD tx,KB-3-1 tox,GLP-1R inv ag
Cc1nc(-c2nnc(SCC(=O)Nc3ccc(Cl)cc3)n2C)cs1,6%,-8%,?,0%,-7%,-5%,?,1%,-13%
Cc1c(NC(=O)NCc2ccccc2)c(=O)n(-c2ccccc2)n1C,-8%,2%,8%,1%,-15%,-6%,-10%,23%,0%
CCC(C)N=Cc1c(Nc2ccccc2)nc2c(C)cccn2c1=O (stereo not drawn),-2%,5%,9%,-1%,1%,-1%,2%,0%,-3%
CCn1cc2nc(SCc3cccc(C(F)(F)F)c3)n(Cc3ccc(C)cc3)c(=O)c2n1,.,?,.,4%,8%,.,.,-21%,?
CCN(CC)C(=O)c1cccc(C)c1,-4%&3%,9%,0%,4%,?,11%&-4%,18%,0%,4%
COC1(OC)N=C(N)C2(C#N)C(c3cccc(Oc4ccccc4)c3)C12C#N (stereo not drawn),-19%,0%,-2%,-4%,-14%,-6%,-8%,-2%,6%
CC1=CC(C)(C)NC(=S)N1NC(=O)c1ccccc1Cl,1%,3%,6%,-8%,-6%,25%,6%,5%,-8%
Cc1ccc2nc(-c3ccc(NC(=O)COC(=O)c4ccc(Br)o4)cc3)sc2c1,-2%,-11%,?,-1%,-13%,?,?,?,?
Cc1ccc(/C=C/C(=O)NC(=S)Nc2ccc(S(=O)(=O)Nc3cc(C)on3)cc2)cc1,0%,11%,-18%,1%,-10%,9%,-19%,?,16%
CCc1ccc(CN2CCC(C(=O)Nc3cccc(-c4nnc(C)s4)c3)CC2)o1,5%,.,-1%,6%,-8%,15%,-12%,.,?
O=C(NC1=NCCS1)[C@H](Cc1ccccc1)N1C(=O)c2ccccc2C1=O,-5%,2%,14%,-11%,0%,1%,5%,12%,4%
Cc1cc(-c2n[nH]c(=S)n2/N=C/c2ccc(Cl)c([N+](=O)[O-])c2)n[nH]1,-16%,-13%,6.5µM*,?,25%,?,4.6µM*,?,-7%
COc1ccc(NC(=O)CSc2nc3ccccc3c(=O)n2CCCN2CCCCC2)c(OC)c1,7%,3%,-3%,-35%,6%,?,-26%,?,?
CN=C1SC(C(=O)O)CC(=O)N1C (stereo not drawn),-13%,12%,5%,-3%,11%,-1%,15%,-1%,3%
CCCc1[nH]n(-c2nc3ccccc3s2)c(=O)c1C=NCCN1CCOCC1,-2%,14%,-22%,5%,-1%,-6%,-28%,3%,1%
CCC(Sc1ncccc1C(=O)O)C(=O)N1CCCC1 (stereo not drawn),1%,6%,17%,12%,-7%,-7%,7%,3%,0%
CCOc1ccc(NC(=O)c2oc3ccccc3c2NC(=O)c2ccc(OC)cc2OC)cc1,0%,?,.,3%,9%,.,.,10%,8%
Cc1c[n+]([O-])cc(C)c1[N+](=O)[O-],4%,6%,10%,2%,-20%,-7%,19%,13%,1%
